Screening data: PubChem, several laboratories
APP 5'UTR act: APP 5'UTR luciferase reporter activation. AID 1276. 1% of 190,000 active. SH-SY5Y APP 5'UTR luciferase reporter, luminescence; zero percent = DMSO vehicle wells. activation, % at 2 µM;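 active = activation above a set limit, based on mean plus 3 SD of controls, cut at about 140% in these data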; also: values of inactives mirror those of a sister screen read the other way
bIAP activator: intestinal alkaline phosphatase (bovine) activation; purified bovine IAP, CDP-star luminescence, 30 min; stronger effect = higher value; fold of DMSO-control signal, blank-subtracted; activation factor at 20 µM; 0.17% of 200,000 active; AID 1016;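 active = activation factor of 2 or more at 20 µM, a signal rise over negative controls twice the positive control's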
FLuc inhib CS: counter-screen for luciferase assay inhibitors: firefly luciferase inhibition; ATPLite firefly luciferase biochemical luminescence, 10 min; 1.5% of 200,000 active; P08659; inhibition, % at 10 µM;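 active = inhibition above about 50% when tested at 10 µM, limit read from the data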
Target sequence (P08659 whole entry, looked up): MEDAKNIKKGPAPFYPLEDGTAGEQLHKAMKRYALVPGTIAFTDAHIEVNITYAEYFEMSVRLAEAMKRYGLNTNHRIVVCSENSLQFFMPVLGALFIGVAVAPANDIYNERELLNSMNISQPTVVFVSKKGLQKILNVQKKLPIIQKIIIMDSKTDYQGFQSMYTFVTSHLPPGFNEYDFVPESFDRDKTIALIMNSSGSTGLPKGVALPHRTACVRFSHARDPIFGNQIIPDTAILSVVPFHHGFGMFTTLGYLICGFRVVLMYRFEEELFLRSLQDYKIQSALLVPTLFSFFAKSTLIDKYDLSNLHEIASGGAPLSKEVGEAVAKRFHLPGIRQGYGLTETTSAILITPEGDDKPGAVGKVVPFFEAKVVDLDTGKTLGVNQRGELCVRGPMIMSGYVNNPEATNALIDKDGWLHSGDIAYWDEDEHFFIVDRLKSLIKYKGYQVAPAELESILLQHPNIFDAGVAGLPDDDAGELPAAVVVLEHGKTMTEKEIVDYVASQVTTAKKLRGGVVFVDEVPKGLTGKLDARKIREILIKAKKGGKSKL
TNAP inh noacc: TNAP (human) inhibition, acceptor-free conditions; P05186; purified TNAP, CDP-star luminescence, 30 min; inhibition, % at 20 µM; 0.26% of 200,000 active;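 active = tissue-nonspecific alkaline phosphatase inhibition above about 50% at 20 µM in the single-dose screen, limit read from the data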;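 also: 0% = DMSO negative control and 100% = EDTA positive control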
TNAP act hiacc: increases human TNAP activity under high phosphate acceptor concentration; purified TNAP, CDP-star luminescence, 1 M DEA, 30 min; stronger effect = higher value; 0 = EDTA background, 1 = DMSO-only activity; activation factor at 20 µM; 200,000 tested, under 10 active;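 active = activation factor at least 2 at 20 µM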
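Assay system: human TNAP; Input: enzyme diluted 1/800 final; Reagent: CDP-star luminogenic substrate at 100 µM final; Timing: 30 min, room temperature; Signal: luminescence; Evaluation: TNAP activation factor scaled between EDTA and DMSO control wells.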
FLuc act counter: firefly luciferase counter-screen for stimulation assays; P08659; 200,000 tested, under 10 active; activation factor at 10 µM; ATPlite luciferase biochemical, luminescence, 10 min; 0 = ATP-free wells, 1 = DMSO control;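 active = luciferase activation factor, scaled between plate controls, of at least 2 with compound at 10 µM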
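test system = cell-free luciferase reagent | medium = PBS as buffer for the ATP substrate | dosing = test compounds dosed from 2 mM stocks in 100% DMSO | incubation = 10 min at ambient temperature | detection = luminescence measurement of luciferase light output | benchmarks = low control with PBS replacing ATP, high control enzyme plus ATP without compound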
TNAP inh hi DEA: blocks human TNAP under high phosphate acceptor concentration; purified TNAP, CDP-star luminescence, 1 M DEA; 0.03% of 200,000 active; inhibition, % at 20 µM;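 active = over 50% inhibition of tissue-nonspecific alkaline phosphatase at 20 µM in the single-dose screen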;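 also: plate controls were DMSO wells for no effect and EDTA-quenched wells as full inhibition for full effect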
PMI activator: phosphomannose isomerase (human) activation | P34949 | purified human PMI, coupled resazurin fluorescence, 20 min; stronger effect = higher value; 1 = vehicle control, 0 substrate-free wells | activation factor at 20 µM | 0.005% of 190,000 active;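 active = activation factor of 2 or more at 20 µM, relative to plate controls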
Target sequence (P34949 whole entry, looked up): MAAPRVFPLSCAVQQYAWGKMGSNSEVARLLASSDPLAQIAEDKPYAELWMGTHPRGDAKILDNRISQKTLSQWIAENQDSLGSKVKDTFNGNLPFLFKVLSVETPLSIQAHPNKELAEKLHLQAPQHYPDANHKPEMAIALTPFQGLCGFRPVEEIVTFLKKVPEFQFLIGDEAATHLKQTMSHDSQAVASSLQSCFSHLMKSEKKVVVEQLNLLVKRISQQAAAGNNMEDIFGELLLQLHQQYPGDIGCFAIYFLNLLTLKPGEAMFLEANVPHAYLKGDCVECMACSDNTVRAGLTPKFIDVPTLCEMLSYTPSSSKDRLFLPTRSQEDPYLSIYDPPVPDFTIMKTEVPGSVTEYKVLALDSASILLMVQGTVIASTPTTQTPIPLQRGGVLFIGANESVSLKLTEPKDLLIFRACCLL
NF-kB expr up: compounds increasing NF-kB expression in human neuronal cells; NF-kB reporter expression; stronger effect = higher value; fold change at 12.5 µM; 1.6% of 190,000 active; AID 1239; in the data active = fold change above about 3.3
PMI act satM6P: activators of human phosphomannose isomerase at near-saturating mannose 6-phosphate; 0.34% of 190,000 active; AID 1216; activation factor at 20 µM; coupled PMI enzyme assay, resazurin fluorescence, 20 min; stronger effect = higher value; 1 = untreated enzyme, 0 = substrate-free blank; P34949;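 active = activation factor of 2 or more at 20 µM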
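Test system – human PMI in coupled enzyme assay · Timing – 20 min incubation at room temperature · Detection – Diaphorase-driven resazurin-to-resorufin fluorescence, excitation 544, emission 590 nm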
Starred values were filed as active, the others as inactive; / = no result given. An unsorted share of the library. Share with any hit: about 3.6%.

SMILES | APP 5'UTR act | bIAP activator | FLuc inhib CS | TNAP inh noacc | TNAP act hiacc | FLuc act counter | TNAP inh hi DEA | PMI activator | NF-kB expr up | PMI act satM6P
COC(=O)c1cc2ccsc2n1Cc1nc(-c2cccc(Cl)c2)oc1C | 2.8 | 0.9 | -7.9 | -20.3 | 1.1 | 1.1 | -10.2 | 1 | 0.96 | 1
C=CCOCCN1C(=O)C2C(c3ccccc3)C=CC(c3ccccc3)C2C1=O (configuration not stated) | 23.2 | 1 | -4.5 | -4.0 | 1 | 1 | -1.0 | 0.9 | 0.93 | 1
Cn1c(SCC(=O)c2c(N)n(C)c(=O)n(C)c2=O)nnc1-c1ccccc1F | 14.1 | 1.1 | 1.7 | -5.5 | 1.1 | 1 | -5.2 | 0.9 | 1.26 | 0.9
Brc1ccccc1C1CC(c2ccccc2)=Nc2ccccc2N1 (configuration not stated) | 148.8* | 1 | -0.9 | 5.1 | 1 | 1 | 0.2 | 1.2 | 2.35 | 1.1
O=C(NNc1ccc(Cl)nn1)c1ccc(Cl)cc1 | 27.8 | 1 | -2.7 | -43.7 | 1 | 1 | 1.1 | 1 | 1.18 | 1
CC(C)CCn1c(-c2nonc2N)nc2ccccc21 | 2.6 | 0.9 | -4.3 | -1.1 | 1 | 1 | 1.0 | 0.8 | 1.05 | 0.8
O=C(Nc1nc(=S)ss1)c1ccc(Cl)cc1Cl | 6.1 | 0.9 | 39.4 | -5.0 | 1 | 0.6 | 3.3 | 0.5 | 1.03 | 0.8
CN(C)CCCNC(=S)NCCNc1nc2cc3c(cc2cc1C#N)OCO3 | -4.7 | 0.9 | -6.6 | -15.6 | 1.1 | 1.1 | -6.3 | 1 | 1.03 | 1
Cc1ccc(C(=O)/C=C/c2ccccc2)o1 | 9.7 | 0.7 | 72.4* | -4.3 | 1 | 0.3 | -3.0 | 0.9 | 1.47 | 0.9
O=P(OC1CCS(=O)(=O)C1)(c1ccccc1)c1ccccc1 (configuration not stated) | -1.1 | 1 | -5.7 | -7.3 | 1 | 1.1 | -4.7 | 1 | 1 | 0.9
Cc1ccc(S(=O)(=O)Nc2ccccc2CNc2c(C)n(C)n(-c3ccccc3)c2=O)cc1 | 8.4 | 1.1 | -1.1 | -12.1 | 1 | 1 | -3.4 | 1 | 1.07 | 1.1
COc1cc(NC(=O)[C@@H](NC(=O)c2ccco2)C(C)C)c(OC)cc1NC(=O)c1ccccc1 | 9.0 | 1.1 | -4.7 | -11.0 | 1 | 1 | -4.0 | 1 | 0.94 | 1
CN(C)CCCNCCCNC(=O)c1ccncc1 | 4.6 | 1 | -6.6 | -11.5 | 1.1 | 1.1 | -5.8 | 1 | 1.06 | 1
NC(=O)c1cccn1Cc1cccc(Cl)c1 | 9.2 | 0.9 | -5.7 | -13.8 | 1.1 | 1.1 | -5.1 | 0.9 | 1.2 | 1
O=C(OCC(=O)c1cccs1)C1=COCCO1 | 41.7 | 1 | 3.1 | -12.0 | 1 | 1 | -2.5 | 0.9 | 1.67 | 0.9
CC(CCc1ccccc1)NC(=O)c1cncc(Br)c1 (configuration not stated) | 12.3 | 0.9 | -4.2 | -28.2 | 1 | 1 | -4.7 | 1 | 1.11 | 1.1
CCOC(=O)C1=C(C)S/C(=C\N(C)C)C1=O | 10.4 | 1 | -1.1 | -12.6 | 1 | 1 | -3.8 | 1 | 1.09 | 1
CC(C)c1ccc(NC(=O)C2CC(=O)N=C(N)S2)cc1 (configuration not stated) | 7.1 | 1.3 | 2.2 | -2.8 | 1 | 1 | -2.6 | 0.9 | 1.27 | 1
O=C(CSc1ccc2nnc(-c3ccncc3)n2n1)Nc1ccc2c(c1)OCO2 | -3.5 | 0.9 | -4.9 | -19.7 | 1 | 1 | -3.9 | 1 | 0.92 | 1.1
O=C(CCC1CCCN(C(=O)CCN2CCCCC2=O)C1)NCc1ccccc1F (configuration not stated) | 11.9 | 1 | 1.6 | -7.2 | 1.1 | 1 | -6.5 | 1 | 1.82 | 0.9
C=CCNC(=O)c1ccccc1NC(=O)c1ccc(Cl)c(S(=O)(=O)Nc2cc(C)ccc2C)c1 | 2.9 | 1 | 2.7 | -7.2 | 1 | 1 | 0.9 | 0.9 | 0.87 | 1
CC1CCc2nc(N)c(C#N)c(-c3cccn3C)c2C1 (configuration not stated) | 9.9 | 1 | -7.2 | -5.5 | 1.1 | 1.1 | -8.6 | 0.9 | 1.11 | 1
Cc1cc2nc(-c3cccnc3SCC(=O)NC3CC3)[nH]c2cc1C | 40.9 | 1 | 70.0* | -2.0 | 1 | 0.3 | 2.6 | 1 | 1.06 | 1
CCOc1ccc(NC(=O)CSc2nnc(CNC(=O)c3ccco3)o2)cc1 | -17.4 | 1 | -3.8 | -9.4 | 1.1 | 1 | -5.7 | 1 | 2.27 | 1.1
COCCn1nnnc1C(c1cc2cc(OC)c(OC)cc2[nH]c1=O)N1CCN(c2ccc(O)cc2)CC1 (configuration not stated) | -9.1 | 1 | -2.0 | 1.2 | 1 | 1 | -3.5 | / | 0.86 | /

Single records, as listed above. Order of screens: APP 5'UTR act | bIAP activator | FLuc inhib CS | TNAP inh noacc | TNAP act hiacc | FLuc act counter | TNAP inh hi DEA | PMI activator | NF-kB expr up | PMI act satM6P
`CC(C)c1ccc(NC(=O)C2CC(=O)N=C(N)S2)cc1` (configuration not stated) as listed: 7.1 | 1.3 | 2.2 | -2.8 | 1 | 1 | -2.6 | 0.9 | 1.27 | 1
`CN(C)CCCNCCCNC(=O)c1ccncc1` as listed: 4.6 | 1 | -6.6 | -11.5 | 1.1 | 1.1 | -5.8 | 1 | 1.06 | 1

Other entries:
SMILES | APP 5'UTR act | bIAP activator | FLuc inhib CS | TNAP inh noacc | TNAP act hiacc | FLuc act counter | TNAP inh hi DEA | PMI activator | NF-kB expr up | PMI act satM6P
CCCCCc1ccc(-c2ccc(/C=C/C(=O)O)cc2)nc1 | -20.9 | 1 | 78.1* | -1.6 | 1 | 0.2 | -2.9 | 0.9 | 4.57* | 0.9
COCCNCCOCCOc1ccc(Cl)c(C)c1 | 7.3 | 1.1 | 2.0 | -6.4 | 1 | 1 | -3.5 | 0.9 | 1.08 | 1.1
CCOc1ccc(NS(=O)(=O)c2ccc(NS(C)(=O)=O)cc2)cc1 | 6.5 | 0.9 | -1.1 | -11.1 | 1 | 1 | -4.8 | 0.9 | 0.96 | 0.9
CCC(C)c1ccc(OCCn2ccnc2)cc1 (configuration not stated) | 1.0 | 0.9 | -4.6 | -17.3 | 1 | 1 | -1.9 | 1.1 | 1.55 | 1
O=C(O)c1ccc(Oc2c(C(F)(F)F)oc3cc(O)ccc3c2=O)cc1 | -2.5 | 1.1 | -5.1 | -13.7 | 1 | 1.1 | -4.1 | 1 | 1.04 | 1
COc1ccc(-c2noc(-c3ccccc3-c3ccccc3)n2)cc1OC | 7.0 | 1 | -4.3 | -3.1 | 1 | 1 | 0.2 | 0.9 | 0.78 | 0.9
C=CC1C(N2CCOCC2)C(C)(C)S1(=O)=O (configuration not stated) | 0.8 | 0.9 | -11.4 | -14.1 | 1.1 | 1.1 | -8.0 | 1 | 1.23 | 1
CCCCCCn1c(=O)[nH]c2nc3cc(N)ccc3nc2c1=O | -2.2 | 0.8 | 2.7 | -9.9 | 0.9 | 1 | 8.3 | 0.7 | 1.09 | 0.8
Clc1ccc(OCCCN2CCCCC2)c(Br)c1 | 24.1 | 1.2 | 0.9 | -6.3 | 1 | 1 | -3.1 | 0.9 | 1.72 | 1
Cc1cc(C)c2cc(CN(CC3CCCO3)C(=S)NCc3ccco3)c(=O)[nH]c2c1 (configuration not stated) | 7.3 | 1 | -7.0 | -6.6 | 1 | 1.1 | -2.9 | / | 0.98 | /
COc1cc2c(cc1NC(=O)Cc1ccc(C)cc1)oc1ccccc12 | 39.2 | 1.1 | -2.0 | -20.1 | 1 | 1 | -1.3 | 0.7 | 1.48 | 0.9
COc1cccc(C(c2sc3ncnn3c2O)N2CCc3ccccc3C2)c1 (configuration not stated) | 6.7 | 0.9 | -2.5 | -0.3 | 1 | 1 | 0.9 | 0.6 | 1.05 | 1.4
COC(=O)CN(C#N)c1nc(N(C)C)nc(N(C)C)n1 | 1.2 | 0.9 | -5.2 | -8.2 | 1.1 | 1.1 | -5.2 | 1.1 | 1.07 | 1.1
COc1ccc(C2CC(=O)c3c([nH]c(C(=O)OC(C)C)c3C)C2)cc1OC (configuration not stated) | -2.5 | 0.9 | -0.6 | -1.8 | 1 | 1 | 1.0 | 1 | 1.09 | 1
COc1cc(/C=C2/C(=N)N3C=CSC3=NC2=O)ccc1OCCCOc1cc(C)ccc1C | -13.1 | 0.9 | -10.7 | 7.1 | 1 | 1.1 | -1.1 | 1.1 | 1.01 | 1
CC(C)CN(C(=O)COC(=O)c1cc2c(s1)CCC2)C1CCS(=O)(=O)C1 (configuration not stated) | -4.9 | 1 | -7.1 | -17.3 | 1.1 | 1.1 | -5.6 | 0.9 | 0.89 | 0.9
Cc1ccc(C(=O)Nc2ccccc2C(=O)NC(Cc2c[nH]c3ccccc23)C(=O)O)cc1 (configuration not stated) | 0.5 | 1 | 27.8 | -8.1 | 1 | 0.7 | -3.6 | 1 | 1.42 | 1
CCn1c(SCC(=O)c2cccs2)nnc1-c1ccco1 | 19.0 | 0.8 | 8.4 | -16.9 | 1 | 0.9 | -3.9 | 1 | 1.73 | 1
Cc1ccc(-c2nc(CN(C)C)cc(CN(C)C)c2O)cc1 | 0.5 | 1 | -7.0 | -10.9 | 1 | 1.1 | -3.8 | 1.1 | 0.94 | 1.1
O=C(N/N=C/C1CC=CCC1)c1cc(Br)ccc1O (configuration not stated) | -3.9 | 1 | 47.8 | -7.8 | 1 | 0.5 | -0.6 | 1.1 | 1.2 | 1
Nc1c(C(=O)NCc2ccc3c(c2)OCO3)nnn1-c1ccc(OC(F)(F)F)cc1 | 4.6 | 1 | 4.1 | -7.8 | 1 | 1 | -2.4 | 0.9 | 1.35 | 1
COc1ccccc1C(O)(c1ccccc1)C(CN1CCOCC1)c1ccccc1 (configuration not stated) | -9.6 | 1 | -6.5 | -21.9 | 1 | 1.1 | -3.5 | 1.1 | 1.12 | 1.1
CS(=O)(=O)n1nc(OC(=O)c2cccc3ccccc23)cc1N | 7.8 | 0.9 | 5.4 | -6.8 | 1 | 0.9 | -2.7 | 1 | 0.92 | 0.9
N=c1scc(-c2ccccc2)n1/N=C/c1ccco1 | 23.2 | 0.8 | 14.7 | -7.0 | 0.9 | 0.9 | 7.6 | 1.3 | 1.13 | 1.7
CN(C)C1NC(=O)c2cc(-c3ccccc3)sc2N1 (configuration not stated) | 12.2 | 1 | 3.5 | -0.5 | 1 | 1 | 4.3 | 0.9 | 1.33 | 0.9
Cn1c(=O)cc(OCC(=O)N2CCC(N3CCCCC3)CC2)c2ccccc21 | 9.0 | 0.9 | -6.7 | -19.9 | 1.1 | 1.1 | -5.7 | 1 | 1.11 | 1.1
CCOC(=O)Nc1ccc(S(=O)(=O)Nc2nc(C)cc(C)n2)cc1 | 1.8 | 0.9 | -5.2 | -10.6 | 1.1 | 1.1 | -5.1 | 1 | 1.16 | 1.1

Some entries already given, reduced to NF-kB expr up, FLuc act counter and TNAP act hiacc.
mol,NF-kB expr up,FLuc act counter,TNAP act hiacc
COc1cc2c(cc1NC(=O)Cc1ccc(C)cc1)oc1ccccc12,1.48,1,1
COc1cccc(C(c2sc3ncnn3c2O)N2CCc3ccccc3C2)c1 (configuration not stated),1.05,1,1
